RECQ1 inh = RECQ1 (human) helicase inhibition; AID 2549; P46063; Potency, µM (top dose mostly 57.3 µM), for the others: at the top dose activity, negative = inhibition, most hits filed as inhibitors; actives 0.54% (n = 240,000); RECQ1 DNA unwinding, red fluorescence kinetic read;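 also: plate controls were vehicle for no effect and no enzyme for full effect; nearly all actives have a fitted effect of over 30% in size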
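50 nM RECQ1T1 preincubated 15 min with compound in Tris pH 8.0 buffer with MgCl2, DTT, Tween-20 and 2.5 ug/ml poly(dI-dC); started with 200 nM TAMRA/BHQ-2 forked duplex and 2 mM ATP. Unwinding read as fluorescence (525/598 nm), two reads 2 h apart.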
aGlu spleen mod = inhibitors or activators of human alpha-glucosidase in spleen homogenate. human spleen homogenate, 4-MU-alpha-glucoside fluorescence. Potency, µM (doses to about 79.9 µM), for inactives: at the highest dose activity change, negative = inhibition, actives largely listed as inhibitors. actives 0.006% (n = 240,000);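 also: 0% = enzyme with vehicle and -100% = no enzyme basal signal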
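Human spleen homogenate (1 ug) with 4-methylumbelliferyl-alpha-D-glucopyranoside (1 mM final) in 50 mM citrate/phosphate pH 5.0, 0.01% Tween-20; 40 min at 37 C. Stopped at pH 10; 4-MU fluorescence Ex 365/Em 440 nm; AC50 by Hill fit.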
L3MBTL1 inh = L3MBTL1 (human) inhibition | Potency, µM (top dose mostly 57.1 µM), for the others: at the top dose activity, negative = inhibition, most hits filed as inhibitors | Q9Y468 | actives 0.66% (n = 230,000) | AlphaScreen L3MBTL1–H3K9me1 peptide binding | AID 485360; also: nearly all actives have a fitted effect of over 60% in size
Target sequence (Q9Y468 whole entry, looked up): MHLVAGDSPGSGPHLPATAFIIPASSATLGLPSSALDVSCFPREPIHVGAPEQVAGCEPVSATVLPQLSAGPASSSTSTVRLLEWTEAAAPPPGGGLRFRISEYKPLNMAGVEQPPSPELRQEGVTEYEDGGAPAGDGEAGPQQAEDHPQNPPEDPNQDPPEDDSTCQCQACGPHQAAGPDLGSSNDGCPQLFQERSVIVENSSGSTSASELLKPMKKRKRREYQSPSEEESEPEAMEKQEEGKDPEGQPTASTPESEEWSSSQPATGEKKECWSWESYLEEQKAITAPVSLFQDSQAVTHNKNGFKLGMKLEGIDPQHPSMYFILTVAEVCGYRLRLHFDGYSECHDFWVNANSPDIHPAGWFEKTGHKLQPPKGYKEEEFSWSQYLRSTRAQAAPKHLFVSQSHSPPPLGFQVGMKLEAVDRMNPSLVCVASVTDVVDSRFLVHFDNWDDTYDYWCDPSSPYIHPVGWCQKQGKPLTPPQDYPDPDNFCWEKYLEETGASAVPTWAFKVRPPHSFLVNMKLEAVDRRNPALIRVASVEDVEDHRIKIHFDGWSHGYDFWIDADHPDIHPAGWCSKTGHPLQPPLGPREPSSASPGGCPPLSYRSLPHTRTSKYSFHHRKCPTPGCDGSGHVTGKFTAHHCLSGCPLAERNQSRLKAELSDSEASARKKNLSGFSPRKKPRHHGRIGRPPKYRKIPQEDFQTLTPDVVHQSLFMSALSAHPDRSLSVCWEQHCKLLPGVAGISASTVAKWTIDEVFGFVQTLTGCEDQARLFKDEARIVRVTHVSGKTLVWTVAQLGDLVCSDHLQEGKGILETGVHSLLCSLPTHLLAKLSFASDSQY
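AlphaScreen assay: L3MBTL1 (50 nM final) was preincubated 30 min at room temperature with biotinylated H3(1-15)K9me1 peptide (75 nM final), then 30 min with library compounds; streptavidin donor and nickel chelate acceptor beads (10 ug/mL final) added, 30 min dark.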
GoLoco inh red = blocks human Gai1 binding to RGS12 GoLoco peptide, red readout; Gai1:RGS12 GoLoco peptide FP, rhodamine, 10 min; AID 880; P63096; actives 0.44% (n = 230,000); Potency, µM (top dose mostly 61.6 µM), inactives show at the top dose activity, negative = inhibition, most hits filed as inhibitors; active = well fitted inhibition curve with a large enough effect, not every such curve was filed as active; inactive = no such curve, though single readings can be large or run the other way; also: nearly all actives have a fitted effect of over 30% in size; many of its hits are not listed in these tables
TRb SRC2 PPI = inhibitors of human thyroid hormone receptor beta-SRC2 interaction; P10828; Potency, µM (top dose mostly 106 µM), inactives show at the top dose activity change, negative = inhibition, most hits filed as inhibitors; actives 0.065% (n = 280,000); TRbeta-SRC2 peptide binding, fluorescence polarization; receptor liganded with 1 µM T3;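 also: plate controls were bound peptide for no effect and peptide without receptor for full effect; nearly all actives have a fitted effect of over 50% in size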
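Each compound concentration gave % activity, normalized to unbound and bound Texas Red SRC2 controls, from polarization read after 5 hr ambient incubation with T3-loaded human TRb LBD.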
GAA inhib = inhibitors of human lysosomal alpha-glucosidase; Potency, µM (titrated, usually from 76.9 µM), for inactives: top-dose activity change, negative = inhibition, actives largely listed as inhibitors; purified human GAA, 4-MU-alpha-glucoside fluorescence; P10253; actives 0.005% (n = 200,000); AID 1466;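 also: plate controls were uninhibited enzyme wells for no effect and no-enzyme background for full effect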
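AC50 values come from Hill fits of compound titrations (up to 77 uM) against 4 nM human enzyme. Substrate 4-methylumbelliferyl-alpha-D-pyranoside at 400 uM, pH 5.0 citrate buffer, 20 min room temperature; fluorescence Ex 365/Em 440 after alkaline stop.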
GAA glycogen = GAA glycogen-cleavage inhibition or activation | actives 0.38% (n = 300,000) | Potency, µM (series often up to 76.4 µM), for inactives: at the top dose activity change, negative = inhibition, most hits filed as inhibitors | AID 2100 | P10253 | recombinant GAA, glycogen substrate, Amplex Red glucose oxidase fluorescence;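 also: 0% = full enzyme reaction and -100% = no-enzyme basal signal; the screen sought inhibitors and activators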
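Recombinant human enzyme (4 nM); glycogen substrate; 37 C, 40 min, pH 5.0. Readout: coupled glucose oxidase/Amplex Red fluorescence.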
TR SRC2 fluor cs = counter-screen for TRb-SRC2 inhibitors: fluorescence interference | actives 0.29% (n = 280,000) | Potency, µM (titrated, usually from 106 µM), for inactives: top-dose fluorescence change, negative = quenching | TRb/SRC2 Texas Red total fluorescence interference | AID 1479; active = well fitted curve in either direction with a large enough effect; inconclusive = small, poorly fitted or top-dose-only effect
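Flags fluorescent or light-absorbing compounds by total fluorescence, S + 2P, at 555 nm excitation and 632 nm emission. Mixture: 20 nM Texas Red SRC2 peptide, 0.6 uM human TRb LBD, 1 uM T3, 5% DMSO; compound exposure 5 h at ambient temperature.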
Starred values were filed as active, the others as inactive; i = inactive; u = inconclusive; x = not tested or not shown; [ ] = another dose, or the depositor's remark. Unless noted, calls follow the shape of the dose curve; as a rule, active = well fitted curve in the direction sought with a large enough effect; inconclusive = small, poorly fitted or top-dose-only effect, or another doubt; inactive = no such curve, though single readings can be large; an effect the other way counts as inactive or inconclusive. Unless noted, % is scaled to controls: 0 for no effect and ±100 for the full control effect; potency is read from the fitted curve at half-maximal effect.

Molecule	RECQ1 inh	aGlu spleen mod	L3MBTL1 inh	GoLoco inh red	TRb SRC2 PPI	GAA inhib	GAA glycogen	TR SRC2 fluor cs
COc1ccccc1N(CC(=O)NC1CCCC1)C(=O)c1oc(C(C)(C)C)cc1C	i	3%	-18%	16%	5%	-6%	-27%	-1%
Cc1sc2ncn(CC(=O)NCC(=O)N(C)C3CCCCC3)c(=O)c2c1C	-4%	-6%	x	0%	5%	3%	-8%	-1%
O=c1ccn(Cc2ccccc2)c2ccccc12	-12%	0%	x	8%	-1%	x	-1%	-1%
O=c1c2cc(Cl)ccc2[nH]c(=S)n1Cc1ccco1	-36%	-15%	-10%	1%	-17%	-1%	5%	-4%
CCOc1cccc(=O)c2c(C)n(CC(=O)c3ccccc3)c(C)c12	i	4%	u	131%[activator]	-1%	u	-10%	2%
O=C(NCc1ccco1)c1cccc(S(=O)(=O)N2CCCCC2)c1	-3%	2%	5%	7%	-8%	0%	-2%	-6%
Cc1ccc(Nc2ncnc(-n3cccc3)n2)cc1Cl	-2%	-3%	0%	8%	5%	x	-4%	0%
COc1ccc(OC)c(NC(=O)/C=C/c2ccccc2[N+](=O)[O-])c1	6%	6%	-7%	6%	-6%	-4%	-6%	-8%
COCc1ccccc1Cn1cnc2c1c(=O)n(C)c(=O)n2C	1%	-16%	2%	-5%	-11%	-1%	1%	-2%
CCOC(=O)c1ccc(Nc2nc(-c3cccnc3)nc3ccccc23)cc1	-12%	-3%	-4%	16%	-2%	9%	1%	-7%
COC(=O)C1=C(C)N(c2ccccc2)C(=S)NC1c1ccccc1C(F)(F)F (stereo not drawn)	-2%	-12%	u	2%	-8%	-10%	-11%	0%
COc1cc(C(=O)Nc2ccc(C(C)=O)cc2)c(Br)c(OC)c1OC	i	1%	-1%	9%	7%	-7%	-4%	-1%
CCc1ccc(NC(=O)Cn2c(=O)n(CCCC(=O)NCc3ccco3)c(=O)c3ccccc32)cc1	10%	-2%	x	-8%	-11%	-4%	1%	0%
CCOC(=O)c1ccc(NCC(O)COc2ccccc2)cc1 (stereo not drawn)	-1%	-7%	13%[11.4 µM]	2%	12%	-2%	2%	1%
O=C(NN1C(=O)c2ccc3c4c(ccc(c24)C1=O)CC3)c1ccc(Br)cc1	i	-4%	6%	-6%	-3%	u	9%	0%
COc1ccc(C2C(C(=O)c3ccco3)=C(O)C(=O)N2CCc2ccccc2)cc1OC (stereo not drawn)	-2%	9%	-6%	-5%	-5%	-6%	3%	-1%
COC(=O)[C@H](C)NC(=O)NCc1ccccc1	-5%	0%	u	9%	-2%	x	6%	-7%
CC(C)CCNC(=O)CN(Cc1ccco1)C(=O)c1snc(C(N)=O)c1N	5%	1%	10%	8%	5%[53 µM]	8%	15%	-2%[53 µM]
Cc1[nH]nc(SCC(=O)NCc2ccc(Cl)cc2)c1[N+](=O)[O-]	-6%	-6%	5%	6%	1%	-12%	11%	0%
COc1ccc(CNC(=O)/C=C/c2cc([N+](=O)[O-])ccc2OC(F)F)cc1OC	-4%	-6%	x	9%	5%	-8%	-5%	-2%

Ordered by molecular weight (highest first): 3 of the compounds above.
Molecule	RECQ1 inh	aGlu spleen mod	L3MBTL1 inh	GoLoco inh red	TRb SRC2 PPI	GAA inhib	GAA glycogen	TR SRC2 fluor cs
COc1ccc(CNC(=O)/C=C/c2cc([N+](=O)[O-])ccc2OC(F)F)cc1OC	-4%	-6%	x	9%	5%	-8%	-5%	-2%
Cc1[nH]nc(SCC(=O)NCc2ccc(Cl)cc2)c1[N+](=O)[O-]	-6%	-6%	5%	6%	1%	-12%	11%	0%
O=c1ccn(Cc2ccccc2)c2ccccc12	-12%	0%	x	8%	-1%	x	-1%	-1%

Next section
Molecule	RECQ1 inh	aGlu spleen mod	L3MBTL1 inh	GoLoco inh red	TRb SRC2 PPI	GAA inhib	GAA glycogen	TR SRC2 fluor cs
COc1ccccc1NCC(O)COc1ccc(C(C)(C)C)cc1 (stereo not drawn)	3%	-7%	-10%	0%	-4%	4%	7%	-1%
c1ccc(COc2ccccc2CNC2CCCC2)cc1	22%	-5%	30%[11.4 µM]	6%	-9%	-2%	2%	-8%
CC(C)CN1C(=O)/C(=C/c2ccco2)NC1=S	-16%	-14%	-17%	44%[activator]	2%	u	-4%	4%
O=C(CSc1ncn[nH]1)Nc1nnc(-c2ccccc2)s1	-2%	-6%	x	-13%	-5%	-3%	3%	-3%
COC(=O)CC1Oc2ccccc2N(Cc2ccccc2)C1=O (stereo not drawn)	-2%	5%	8%	0%	-4%	2%	1%	-1%
CCOc1cc(NC(=S)N2CCC(C(N)=O)CC2)c(C(=O)OC)cc1OCC	-2%	-9%	x	-6%	3%	-7%	3%	-4%
CC(=O)CSc1cc(C)nc2c(-c3ccccc3)c(C)nn12	-11%	0%	1%	-1%	0%	3%	-12%	-4%
CC(=NCc1cccnc1)C1=C(O)c2ccccc2C1=O	-12%	-4%	-3%	-10%	9%	-2%	11%	0%
CC(=O)c1c(N2CCN(C)CC2)nc(=S)n(Cc2ccccc2)c1C	-16%	1%	11%	5%	-1%	-12%	2%	0%
CCCCCC1CC(CC#CCN2CCOCC2)C(=O)O1 (stereo not drawn)	-4%	-19%	1%	-3%	-2%	1%	6%	-3%
Cc1nc2cc(N3CCCCC3)c(NC(=O)c3cccnc3)cc2c(=O)n1Cc1ccccc1	i	-11%	2%	9%	-4%	-4%	10%	-3%
Cn1ccnc1SCC(=O)c1cc2ccccc2o1	-4%	-5%	-1%	49%[activator]	-6%	0%	-24%	0%
COc1ccc(-c2ccc(CCC(=O)O)n2NC(N)=O)cc1	-15%	6%	x	-3%	1%	x	5%	-3%
CN(C)c1nc(NCc2ccccc2)nc(N/N=C/c2ccccc2F)n1	-13%	-7%	-18%	13%	-9%	12%	-1%	-1%
COC(=O)c1cc(C#N)c(NCc2ccc(Cl)cc2Cl)nc1C	-12%	-15%	4%	7%	0%	0%	-6%	-3%
FC(F)(F)c1ccccc1-c1ccc2ncnc(NC3CCNCC3)c2c1	-5%	8%	x	2%	-6%	x	x	-2%
O=C(/C(C=Nc1ccc(Br)cc1)=C(/O)c1ccco1)C(F)(F)F	-4%	-8%	13%	11%	1%	3%	2%	-2%
O=[N+]([O-])c1ccc(N2CCCCC2)cc1SCCO	i	5%	x	-7%	5%	-7%	-18%	-2%
COc1cc2c(cc1OC)C(c1cccc([N+](=O)[O-])c1)N(C(=O)c1ccccc1C(=O)O)CC2 (stereo not drawn)	i	0%	3%	4%	2%	-7%	-8%	-1%
COc1ccc(-c2nnn(CCC(=O)O)n2)cc1	-11%	-4%	x	-5%	10%	-2%	1%	1%
O=C(O)CCC1COc2ccccc2O1 (stereo not drawn)	-5%	-5%	2%	0%	-11%	1%	2%	-2%
O=C(Cn1cccc(C(F)(F)F)c1=O)c1ccc(Cl)cc1	-8%	-3%	-4%	6%	-7%	2%[15.4 µM]	0%	0%
COC(=O)Cn1c(=NC(=O)c2ccc(OC)c(OC)c2)sc2cc(OC)ccc21	-4%	5%	34%[activator]	2%	-2%[53 µM]	3%	-3%	0%[53 µM]
O=S(=O)(c1ccc(OCC(O)CN2CCN(c3ccc(F)cc3)CC2)cc1)N1CCOCC1 (stereo not drawn)	i	-4%	0%	2%	2%	-4%	0%	-2%
Cc1nn(C(C)C(=O)O)c(C)c1[N+](=O)[O-] (stereo not drawn)	i	3%	6%	9%	4%[53 µM]	8%	0%	1%[53 µM]
COC(=O)Nc1ccc(S(=O)(=O)N2CCCC(C(=O)N3CCCCCC3)C2)cc1 (stereo not drawn)	-17%	-8%	2%	12%	-5%	-12%	3%	-1%
CCC(=O)N(CCC(c1ccco1)C(C)C)Cc1ccccc1 (stereo not drawn)	i	-3%	9%	-15%	-4%	-17%	-12%	-2%
O=C(O)c1ccccc1-c1nc2ccccc2[nH]1	-15%	2%	0%	-5%	-7%	-2%	29%	-5%
Cn1c(C(=O)N2CCCC(C(=O)c3ccc(C(F)(F)F)cc3)C2)cc(=O)n(C)c1=O (stereo not drawn)	-2%	-4%	7%	8%	6%	15%	9%	-1%
COc1ccc(N(C(=O)CNC(=O)c2cccs2)C(C(=O)NCC2CCCO2)c2ccccc2)cc1OC (stereo not drawn)	-13%	-4%	9%	7%	6%	u	6%	-2%
COc1ccccc1NS(=O)(=O)c1ccc(O)c(C(N)=O)c1	-2%	1%	4%	3%	-2%	-6%	0%	-2%
COc1oc(=O)c2cc(N)ccc2c1Cl	-10%	4%	x	x	5%	x	x	2%
COc1cc(OC)c2c(C)cc(=O)oc2c1	-7%	-2%	9%	3%	-1%	u	-7%	-2%
CC1CN(C(=O)CN2C(=O)NC3(CCCCCCC3)C2=O)CC(C)O1 (stereo not drawn)	-1%	6%	8%	-5%	10%	-4%	5%	1%
COc1cc(CNC(=O)c2nc(Cn3nc(C)c(Br)c3C)no2)cc(OC)c1	1%	x	-13%	15%	1%	-9%	-3%	2%
COCc1c(C(=O)Nc2ccc(Cl)cc2F)oc2ccccc12	-18%	-5%	x	3%	6%	0%	6%	0%
CSCCC(NC(=O)c1cccc([N+](=O)[O-])c1)c1nc2ccccc2[nH]1 (stereo not drawn)	-9%	3%	-2%	7%	2%	-11%	13%	-4%
c1ccc(CCNc2ncnc3ccccc23)cc1	i	-1%	10%	4%	6%	2%	1%	-2%

From PubChem BioAssay

These rows are one share of the data; rates above refer to the full screens.
